Screens from PubChem.
Mtb UGM inh – blocks M. tuberculosis UGM enzyme; AID 504406; inhibition, % at 10 µM; actives 0.06% (n = 320,000); P9WIQ1; purified UGM, fluorescence polarization probe displacement; in the data active = inhibition above about 10%, passing the limit was not always enough; inconclusive = no clear call, values can overlap the other calls
BioA inh – blocks M. tuberculosis BioA enzyme activity | purified M. tuberculosis BioA enzyme, plate reader | actives 0.096% (n = 360,000) | AID 602481 | inhibition, % at 9.99 µM; in the data active = inhibition above about 40%; inconclusive = no clear call, values can overlap the other calls
GDH-TPI counter – counter-screen for M. tuberculosis FBA inhibitors: GDH-TPI coupled enzymes; actives 1.2% (n = 360,000); GDH-TPI coupled enzyme counterscreen, NADH absorbance; inhibition, % at 4.8 µM;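 also: 0% = DMSO wells and 100% = wells lacking the enzyme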
CCHFV vOTU inh – CCHFV vOTU protease inhibition. Pep-AMC fluorescence. inhibition, % at 11.5 µM. actives 0.55% (n = 370,000); also: 0% = vehicle wells with enzyme and 100% = no enzyme wells
FadD28 binding – inhibitors of Mycobacterium tuberculosis FadD28 bisubstrate binding | FadD28 bisubstrate probe binding, fluorescence polarization | inhibition, % at 12.5 µM | actives 0.22% (n = 360,000) | AID 588549; in the data active = inhibition above about 8.5%, passing the limit was not always enough; inconclusive = no clear call, values can overlap the other calls
MazF activator – increases E. coli MazEF RNase cleavage of RNA | AID 504720 | P0AE70 | activation, % at 20 µM | actives 0.32% (n = 350,000) | FAM/BHQ RNA-DNA oligo cleavage fluorescence, 5 h; in the data active = activation above about 50%
Target sequence (P0AE70 whole entry, looked up): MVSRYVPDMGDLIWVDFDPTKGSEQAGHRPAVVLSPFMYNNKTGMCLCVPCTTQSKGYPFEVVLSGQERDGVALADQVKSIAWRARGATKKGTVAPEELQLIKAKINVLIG
DUSP3 inh – DUSP3 (human) phosphatase inhibition. inhibition, % at 13.3 µM. AID 1654. recombinant VHR phosphatase, pNPP absorbance. actives 0.52% (n = 290,000); in the data active = inhibition above about 50%; also: some compounds called inactive have numbers as strong as hits
Target sequence (P51452 whole entry, looked up): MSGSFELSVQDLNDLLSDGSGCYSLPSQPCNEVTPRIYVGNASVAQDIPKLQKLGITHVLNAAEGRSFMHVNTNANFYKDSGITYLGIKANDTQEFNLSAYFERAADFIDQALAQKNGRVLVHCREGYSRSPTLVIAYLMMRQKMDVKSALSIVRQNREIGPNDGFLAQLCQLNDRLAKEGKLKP
BoNT-F LC inh – inhibitors of Botulinum neurotoxin F light chain protease; Multiplex microsphere protease cleavage assay, flow cytometry; inhibition, % at 10 µM; actives 0.22% (n = 360,000); AID 588497; in the data active = inhibition above about 35%, passing the limit was not always enough; inconclusive = no clear call, values can overlap the other calls; also: plate controls were buffer without enzyme for full effect and enzyme alone for no effect
Rv3671c protease – inhibitors of M. tuberculosis serine protease Rv3671c; inhibition, % at 5.96 µM; actives 0.048% (n = 320,000); AID 2606; in the data active = inhibition above about 38%;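 also: extracellular domain of Rv3671c used as enzyme; 0% = enzyme with DMSO and 100% = no enzyme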
Target sequence (P9WHR9 whole entry, looked up, the tested form may be a part): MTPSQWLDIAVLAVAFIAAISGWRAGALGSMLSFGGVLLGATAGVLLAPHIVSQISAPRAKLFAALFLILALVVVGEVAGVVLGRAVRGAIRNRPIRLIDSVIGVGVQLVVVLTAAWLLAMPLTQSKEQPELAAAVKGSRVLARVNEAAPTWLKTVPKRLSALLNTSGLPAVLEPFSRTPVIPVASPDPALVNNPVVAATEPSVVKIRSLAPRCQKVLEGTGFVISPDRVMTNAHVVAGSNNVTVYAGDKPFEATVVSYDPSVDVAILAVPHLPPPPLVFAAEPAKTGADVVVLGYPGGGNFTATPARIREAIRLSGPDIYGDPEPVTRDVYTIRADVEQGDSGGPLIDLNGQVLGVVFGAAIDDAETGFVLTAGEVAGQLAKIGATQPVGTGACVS
FBA Mtb inh – Mtb fructose-bisphosphate aldolase inhibition | AID 588726 | actives 2.3% (n = 360,000) | purified M. tuberculosis FBA, fluorescence read-out | inhibition, % at 1 µM; in the data active = inhibition above about 27%;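 also: 0% = vehicle and 100% = reference inhibitor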
Target sequence (P9WQA3 whole entry, looked up): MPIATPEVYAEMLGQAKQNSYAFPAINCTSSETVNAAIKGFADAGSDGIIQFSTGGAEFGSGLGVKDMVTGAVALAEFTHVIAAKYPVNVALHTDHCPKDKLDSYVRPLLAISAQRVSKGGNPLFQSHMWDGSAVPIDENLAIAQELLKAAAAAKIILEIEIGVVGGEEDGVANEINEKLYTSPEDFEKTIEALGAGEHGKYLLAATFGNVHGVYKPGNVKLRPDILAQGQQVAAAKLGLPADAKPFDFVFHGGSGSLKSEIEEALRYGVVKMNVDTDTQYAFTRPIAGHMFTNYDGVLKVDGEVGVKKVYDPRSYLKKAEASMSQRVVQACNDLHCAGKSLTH
An asterisk follows results filed as active; ? = inconclusive; nt = no result given; & = joins results of further samples. Rule as the data show it, unless noted: active = inhibition above about 30%; inactive = the rest. Compounds were not picked by outcome; about 4.9% have a hit in one of these screens.

cpd	SMILES	Mtb UGM inh	BioA inh	GDH-TPI counter	CCHFV vOTU inh	FadD28 binding	MazF activator	DUSP3 inh	BoNT-F LC inh	Rv3671c protease	FBA Mtb inh
1	COc1ccc(C#Cc2ccc3c(c2)O[C@H](CN(C)C(C)=O)[C@H](C)CN([C@@H](C)CO)S3(=O)=O)cc1	nt	4.6&3.0	3.1	2.9	-3.8	5.0	nt	3.7	nt	23.2
2	O=C(NC(=S)Nc1nc(-c2ccccc2)cs1)c1ccco1	-1.3	0.3	12.5	0.7	-4.2	-1.8	10.6	-4.3	-29.0	-4.6
3	CC1(C)CC(=O)C(Sc2nnc(-c3ccc(O)cc3)n2CC2CCCO2)C(=O)C1 (stereo not drawn)	0.0	-1.2	-5.6	2.1	-3.6	-1.8	7.2	-28.6	2.0	-1.7
4	Cc1cc(C)n(-c2cc(N3CCOCC3)ncn2)n1	-2.0	-0.2	-10.3	8.2	1.6	3.5	24.9	-4.3	-6.4	2.9
5	COC(=O)c1ccccc1-c1ccc(C=O)o1	0.3	nt	7.6	8.8	0.2	-4.1	20.4	0.4	-2.4	3.3
6	O=C1NCCCN1Cc1ccc(F)cc1Cl	nt	-1.2	1.5	0.3	-2.6	-2.4	-18.3	16.4	nt	0.6
7	COc1ccc(-c2cnnc(N/N=C/c3ccc(-c4ccc([N+](=O)[O-])cc4)o3)n2)cc1	nt	nt	-5.0	9.8	-5.1	-22.8	40.7	2.0	nt	-0.3
8	CC(=O)Nc1ccc(NC(=O)C(=O)c2cn(CC(=O)N3CCCCC3)c3ccccc23)cc1	1.4	nt	17.9	11.1	-1.0	3.6	-24.6	0.4	-0.5	-2.9
9	CC(=Nc1ccccc1)C1=C(O)C(Cc2ccc(O)cc2)NC1=O (stereo not drawn)	nt	nt	21.6	7.8	-1.4	0.9	nt	0.3	nt	0.7
10	CCOc1cc(/C=C2\N=C(SC)SC2=O)cc([N+](=O)[O-])c1OC(C)=O	1.1	0.1	15.3	nt	?	-6.0	7.6	?	1.6	-2.7

Records 1–3, reprinted for reference:
cpd	SMILES	Mtb UGM inh	BioA inh	GDH-TPI counter	CCHFV vOTU inh	FadD28 binding	MazF activator	DUSP3 inh	BoNT-F LC inh	Rv3671c protease	FBA Mtb inh
1	COc1ccc(C#Cc2ccc3c(c2)O[C@H](CN(C)C(C)=O)[C@H](C)CN([C@@H](C)CO)S3(=O)=O)cc1	nt	4.6&3.0	3.1	2.9	-3.8	5.0	nt	3.7	nt	23.2
2	O=C(NC(=S)Nc1nc(-c2ccccc2)cs1)c1ccco1	-1.3	0.3	12.5	0.7	-4.2	-1.8	10.6	-4.3	-29.0	-4.6
3	CC1(C)CC(=O)C(Sc2nnc(-c3ccc(O)cc3)n2CC2CCCO2)C(=O)C1 (stereo not drawn)	0.0	-1.2	-5.6	2.1	-3.6	-1.8	7.2	-28.6	2.0	-1.7

Next entries.
cpd	SMILES	Mtb UGM inh	BioA inh	GDH-TPI counter	CCHFV vOTU inh	FadD28 binding	MazF activator	DUSP3 inh	BoNT-F LC inh	Rv3671c protease	FBA Mtb inh
11	CN(CC(=O)Nc1sccc1C#N)S(=O)(=O)c1ccc(F)cc1	nt	-1.0	1.1	-3.4	0.0	-4.2	nt	nt	nt	1.6
12	CNS(=O)(=O)c1cc(OC)ccc1OC	-1.7	-1.3	0.8	2.3	-0.3	-11.2	-7.5	-1.6	3.1	0.6
13	O=C(N/N=C\c1ccc(F)cc1)c1ccc(Cn2cc(Br)c([N+](=O)[O-])n2)o1	1.9	0.1	12.3	2.7	-1.2	4.3	11.3	6.4	-36.9	-3.5
14	Cc1ccc(C2=NN(CCC(=O)NCCCN3CCOCC3)C(=O)CC2)cc1	0.3	-1.6	4.3	3.4	1.0	0.2	1.8	3.0	-1.1	2.0
15	CN(C)CCCN(C(=O)C1COc2ccccc2O1)c1nc2cc3c(cc2s1)OCO3 (stereo not drawn)	2.1	-1.7	6.2	11.8	-4.0	8.6	1.1	3.6	2.7	-1.2
16	COc1ccc(CNC(=O)c2sc(=O)n(Cc3ccccc3OC)c2C)cc1	nt	0.7	10.1	7.1	-0.4	nt	nt	-2.8	nt	1.3
17	CCc1nnc(NC(=O)CN2C(=O)NC3(CCCC3)C2=O)s1	-0.9	-0.4	-1.1	16.5	-2.7	0.2	nt	5.3	-8.2	-0.9
18	c1ccc(C[C@H]2CNCCN2CC2(c3ccccc3)CC2)cc1	0.5	-1.2	7.6	3.8	-0.3	3.5	nt	-10.5	-5.8	-0.7
19	CC[C@]12c3[nH]c4cc(CCC(=O)N(C)C)ccc4c3CCN1C(=O)[C@@H](CC(=O)NCC13CC4CC(CC(C4)C1)C3)C[C@@H]2C(=O)N1CCN(C(=O)C2CC2)CC1	nt	0.3	5.2	4.7	-1.6	9.7	nt	-6.3	nt	0.9
20	N#C/C(=C\c1ccc2c(c1)OCO2)C(=O)NCc1ccco1	-2.5	nt	12.8	-8.9	-1.2	-0.9	-0.6	-1.4	-1.0	3.8
21	O=C(NCc1ccccc1)C1CCN(S(=O)(=O)N2CCOCC2)CC1	-4.0	0.4	-1.2	-2.6	0.7	5.9	17.9	-1.6	-7.5	2.1
22	Cc1occc1C(=O)NNC(=S)Nc1ccccc1C(F)(F)F	0.9	0.7	3.8	-8.8	-2.4	-5.4	13.6	3.0	0.2	0.0
23	COc1ccc(C2C3=C(CC(C)(C)CC3=O)Nc3c2c(=O)[nH]c(=O)n3Cc2ccccc2)cc1 (stereo not drawn)	-0.7	1.3	5.1	-6.2	-2.7	-6.7	6.4	-2.1	-9.1	11.1
24	COC(=O)C(/C=N/OCc1ccc([N+](=O)[O-])cc1)NC(=O)c1ccccc1 (stereo not drawn)	1.4	-5.3	6.7	-3.5	-0.8	3.8	-27.7	2.4	-2.7	2.4
25	CC(C)CNS(=O)(=O)c1ccc(CCC(=O)N2CCN(c3ccc(F)cc3)CC2)cc1	-0.2	nt	-1.2	-10.2	-0.8	5.6	34.8	-0.3	1.8	0.6
26	COc1ccc(C(=O)N/C(=C/c2cccnc2)C(=O)NCc2ccco2)cc1OC	-1.7	nt	-5.6	7.0	-1.3	3.2	13.8	-3.3	2.2	-6.7
27	CCOc1cc(S(=O)(=O)NCc2ccncc2)ccc1Cl	-0.5	nt	-1.9	-18.8	0.4	2.8	13.0	-3.5	-0.2	0.9
28	c1ccc(OCc2noc(CN3CCC(C4CCCCC4)C3)n2)cc1 (stereo not drawn)	-2.3	nt	2.2	0.6	-2.3	-9.6	33.9	-3.2	2.4	0.9
29	Cc1ccc(-c2nc(-c3ccncc3)no2)cc1C	-1.3	-1.1	7.4	-6.7	-1.2	14.7	59.1*	?	-1.7	0.6
30	O=C(COc1ccc2ccccc2c1)NNC(=O)c1ccccc1	2.9	-1.1	9.0	-8.8	-1.3	-0.4	-47.0	0.2	3.7	1.4
31	CCOC(=O)N1CCC(n2c(SCC(=O)NCc3ccco3)nc3ccsc3c2=O)CC1	1.8	nt	-3.0	nt	-4.2	-3.6	-2.0	-0.8	-5.0	-0.5
32	COc1cccc(-c2ccc(C#N)c(SCC(=O)NCCc3ccccc3)n2)c1	-1.5	-2.2	4.1	-0.8	-0.6	-4.0	12.7	-4.0	12.3	3.5
33	Cc1occc(=O)c1OC(=O)Nc1ccc(Cl)c(Cl)c1	-1.8	nt	4.5	-2.3	0.5	11.1	-8.5	-6.4	-282.2	-1.1
34	CCC(C)[C@H](NC(=O)N1CC(=O)Nc2ccccc21)C(=O)N[C@@H](Cc1c[nH]c2ccccc12)C(=O)O (stereo partly drawn)	1.0	-0.1	4.9	8.2	-0.9	-5.1	16.6	-2.9	5.2	3.1
35	COC1C=COC2(C)Oc3c(C)c(O)c4c(O)c(c(CN5CCN(C)CC5)c(O)c4c3C2=O)NC(=O)C(C)=CC=CC(C)C(O)C(C)C(O)C(C)C(OC(C)=O)C1C (stereo not drawn)	nt	nt	14.7	13.9	2.1	-6.9	nt	-8.2	nt	-10.6
36	COCCNC(=O)COC(=O)CSCc1nc2ccccc2s1	1.2	1.5	6.5	5.4	-0.8	-1.8	10.0	-1.0	-0.3	-1.3
37	CC(=O)c1ccc(N2CCN(C(=O)c3cc(S(=O)(=O)N4CCOCC4)ccc3C)CC2)cc1	1.1	-1.6	27.1	14.3	0.3	-2.5	nt	0.2	-0.6	7.3
38	O=C(c1cc(-c2ccncc2)nc2ccccc12)N1CCN(c2ccccn2)CC1	0.2	1.3	13.4	-5.2	-1.9	-17.0	15.1	-8.0	3.7	-0.3
39	CCCCN1C(=O)NC(NC(C)=O)(C(F)(F)F)C1=O (stereo not drawn)	-1.8	0.7	2.6	15.0	-4.2	-2.5	7.1	?	2.9	0.8
40	CCN(CC)CCCOc1nc(C)nc2c1oc1ccccc12	nt	0.2	19.5	0.7	-4.6	7.9	21.7	-0.9	nt	-4.9
41	CN(C(=O)c1ccc(Br)o1)C1CCCCC1	-1.3	-1.5	1.4	-0.9	-3.5	0.9	14.4	6.5	3.2	0.4
42	O=C1CCC2S/C(=C/Nc3ccc(C(F)(F)F)cc3)C(=O)N12 (stereo not drawn)	-1.1	nt	14.8	6.4	-2.7	-3.7	-13.1	-1.3	6.8	-0.9
43	Nc1ccc2nc(CCCCc3nc4ccccc4[nH]3)[nH]c2c1	-2.7	0.6	5.7	-7.5	-2.3	-0.6	51.5*	-29.5	nt	4.0
44	CN(CCOc1ccc(Cl)cc1)C(=O)CN1C(=O)NC2(CCCC2)C1=O	0.8	nt	-2.1	2.7	-2.4	2.7	nt	-12.8	2.8	2.0
45	CC1CCN(C(=O)c2ccc(NS(=O)(=O)c3cccc4cccnc34)cc2)CC1	-0.7	-2.2	3.4	4.3	-1.8	13.2	-12.6	4.8	0.8	-0.1
46	CCOc1ccccc1OCCCNCc1ccco1	-2.1	nt	6.6	3.5	-4.2	-10.3	-7.0	-5.6	-17.6	0.4
47	O=C(c1ccc(C(F)(F)F)cc1)N1CCCCC1	0.0	-3.2	6.2	-2.2	-0.4	8.1	-12.8	-2.1	-3.0	-3.8
48	COc1ccc(N2C(=O)CCC(C(=O)N(C)CCc3ccccn3)C2c2ccc(OC)c(OC)c2)cc1 (stereo not drawn)	0.6	0.4	-6.7	-5.1	-4.0	0.6	-0.1	-0.9	1.9	-2.6
49	N#Cc1ccc(C2N=C(c3ccccc3)NO2)cc1 (stereo not drawn)	0.3	0.2	-5.0	5.3	-0.2	7.0	27.7	7.7	-7.2	-2.5
50	CCCCn1c(SCc2nc(N)nc(N3CCCCC3)n2)nc2c1c(=O)n(C)c(=O)n2C	-1.0	nt	1.1	8.9	0.3	-6.3	-5.6	-0.6	-8.2	0.6
51	Cc1nc2ccc(Cl)cc2nc(C)/c1=N\O	-0.1	-0.5	0.5	3.0	-0.4	-1.6	25.3	-6.0	-8.1	-2.9
52	O=C(CCc1c[nH]c2ccccc12)NCCOc1ccccc1	2.0	-0.4	3.1	22.0	0.0	7.8	30.6	-2.6	0.1	-2.3
53	CC(=O)CCC(=O)c1ccc2ccccc2c1	0.7	0.3	2.2	1.2	-1.5	4.1	5.7	-6.8	-2.6	7.3
54	CC1CCN(C(=O)c2cc(-c3ccco3)on2)CC1	-0.8	-2.0	6.5	6.3	1.0	7.9	36.0	0.9	-2.0	0.0
55	Cc1ccc(OCC(=O)NCCCNC(=O)c2ccccn2)cc1	-1.4	0.0	-7.5	-1.2	-3.2	6.5	-35.9	2.2	-10.5	-1.0
56	O=C(c1ccc(Cl)s1)N1CCN(c2ncccn2)CC1	-0.2	3.4	-13.9	13.4	-1.6	2.9	4.8	-0.5	-8.2	-1.1
57	O=C(Nc1sc2c(c1C(=O)c1ccc(Cl)cc1)CCCC2)c1cccnc1	-1.0	0.4	13.9	1.9	-5.8	-0.2	19.9	?	-11.8	-1.2
58	CC(C)(C)OC(=O)NCCCCCc1cn(CC(=O)NCCCCCCCCCCC(=O)N2CCN(C(=O)OC(C)(C)C)CC2)nn1	0.1	-0.9	8.4	18.6	-0.8	-94.9	nt	7.0	-8.1	5.0
59	CCOC(=O)c1c(C)[nH]c(O)c1C=Nc1ccc(Cl)cc1	0.3	1.4	0.3	-11.8	-2.0	22.4	18.6	-6.3	2.2	-9.3
